IL1B NFkB pot: enhances IL-1B driven NFkB nuclear translocation | HUVEC IL-1B NFkB p65 nuclear translocation imaging | activation, % at 2 µM | hit rate 0.3% among 94,000;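 active means activation above 40%, about the mean plus 3 SD, also judged a hit on visual image review; inconclusive means activation above 40% but not a hit on visual review; inactive means activation not above 40% and no visual hit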;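 further: percent activation is computed from the nuclear over cytoplasmic p65 intensity ratio; values of inactives mirror those of a sister screen read the other way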
MRP resist rev: MRP-mediated drug resistance reversal; differential viability (reversal), % at 10 µM; hit rate 0.04% among 85,000; H69AR cells + 2 uM doxorubicin, CellTiter-Glo, 72 h;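 active means viability drop by adding the cancer drug above about 55%, with treated viability meeting a 40% cutoff, limit read from the data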;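 further: viability without doxorubicin minus viability with 2 µM doxorubicin for each compound; larger differential means the compound sensitizes cells more to doxorubicin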
Bcl-B TR3 displacers: displacers of TR3 peptide from Bcl-B, primary screen, selectivity assay for Bfl-1 inhibitor project, biochemical, fluorescence polarization; FP displacement of FITC-TR3 peptide from Bcl-B; higher % means a stronger effect; one-dose displacement, % at 20 µM; IC50 in µM for titrated hits; hit rate 0.11% among 96,000;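 active means displacement above 50% at 20 µM plus a fluorescence interference ratio under 1.5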;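 further: plate controls were wells without compound for no effect and wells lacking Bcl-B protein for full effect; a part of the inactive calls stands beside numbers as strong as those of hits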
PLAP inhibition: PLAP enzyme inhibitors, biochemical, luminescence, HTS (AID 690); purified PLAP, luminescent substrate; higher % means a stronger effect; one-dose inhibition, % at 20 µM; IC50 in µM for titrated hits; hit rate 0.08% among 96,000; in the data active means a potency from the dose series; inactive means the rest, 99 in 100 with inhibition below about 30%; further: strong numbers were not always called active
NFkB transloc inh: blocks IL-1B driven NFkB nuclear translocation in HUVEC cells | HUVEC IL-1B NFkB p65 nuclear translocation imaging | inhibition, % at 2 µM | hit rate 0.43% among 94,000 | AID 796;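 active means inhibition above about 30% together with a positive call from visual inspection of the well image, limit read from the data; inconclusive means inhibition above a set limit but visual check negative; inactive means inhibition not above a set limit, visual check negative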;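 further: nuclear over cytoplasmic p65 intensity ratio measured by imaging; 0% = IL-1B stimulated DMSO wells and 100% = unstimulated DMSO wells; values of inactives mirror those of a sister screen read the other way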
MRP resist rev cytotoxicity: also measured in MRP resist rev; calls as there; viability, %; H69AR cells, CellTiter-Glo, 72 h; measured here: cytotoxicity without doxorubicin
MRP resist rev with doxorubicin: also measured in MRP resist rev; calls as there; viability, %; measured here: viability with 2 uM doxorubicin; stronger effect = lower value
NFkB transloc inh cell count 2 µM: recorded beside NFkB transloc inh, whose call it bears; cell count; measured here: cells passing quality filter;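 raw number of nuclei counted in each imaged well without normalization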
IL1B NFkB pot cell count 2 µM: second read-out of IL1B NFkB pot, no call of its own (marks repeat the call); cell count; measured here: cells passing quality filter
* hit, by the source's call; u = inconclusive; x = no result given. An excerpt. The share of hits here may be higher or lower than overall.

molecule	MRP resist rev	IL1B NFkB pot	Bcl-B TR3 displacers	MRP resist rev cytotoxicity	IL1B NFkB pot cell count 2 µM	NFkB transloc inh cell count 2 µM	NFkB transloc inh	MRP resist rev with doxorubicin	PLAP inhibition
CCCc1nc(N)c(C#N)c(-c2ccco2)c1CC	-14	13	-11%	42	136	136	-13	57	16%
CCC1CCCCN1C(=O)Nc1ccc(F)cc1 (configuration not stated)	9	9	2%	87	105	105	-9	78	8%
Cc1ccc(S(=O)(=O)NCC(=O)OCC(=O)N2CCc3ccccc32)cc1	-7	14	-12%	98	173	173	-14	105	13%
COCC(=O)NCCc1nc(-c2ccccc2)cs1	1	11	-4%	99	129	129	-11	98	-9%
CCOC(=O)CSc1nnc(CNC(=O)Cc2ccccc2)n1-c1ccccc1OC	1	4	-3%	84	187	187	-4	83	-1%
CCOC(=O)Cc1csc(NC(=O)c2ccoc2C)n1	13	8	2%	95	154	154	-8	81	-19%
CC(C)(C)c1ccc(-c2nnc(SCCN3C(=O)c4ccccc4C3=O)o2)cc1	17	-10	-5%	102	98	98	10	85	-23%
Oc1ccccc1CNc1ncc(Br)cc1Br	-10	5	0%	73	156	156	-5	83	28%
O=C1CC(C(=O)NCc2ccccc2)C2(CCCC2)O1 (configuration not stated)	12	19	4%	96	191	191	-19	84	-7%
CC(NC(=O)CSc1ncnc2nc[nH]c12)c1ccccc1 (configuration not stated)	12	12	38%	102	61	61	-12	89	-36%
COC(=O)[C@H](C)NC(=O)NC1CCN(Cc2ccccc2)CC1	4	1	6%	85	18	18	-1	81	13%
C1CN(CC23CC4CC(CC(C4)C2)C3)CCO1	1	-11	x	88	54	54	11	87	x
NC1=NC2(CCCCC2)N=C(Nc2ccc(F)cc2F)N1	x	2	-3%	x	187	187	-2	x	1%
CCOc1cc(C2C(C(=O)OC)=CN(C3CCCC3)C=C2C(=O)OC)cc(Br)c1O	10	15	4%	81	127	127	-15	71	4%
O=C(COC(=O)c1cccc(S(=O)(=O)N2CCc3ccccc32)c1)NC1CCS(=O)(=O)C1 (configuration not stated)	-4	19	-1%	89	166	166	-19	93	-62%
c1ccc2c(c1)CCN(c1ncnc3nc[nH]c13)C2	-40	x	-4%	96	x	x	x	137	-48%
CCc1nnc(NC(=O)C2CC(=O)N(c3ccc(C)cc3)C2)s1 (configuration not stated)	13	2	-6%	105	135	135	-2	92	-13%
Cc1ccc(C2NC(=S)NC3=C2N2CCC3CC2)cc1 (configuration not stated)	8	-4	2%	94	134	134	4	86	-22%
N#C/C(=C\c1ccc[nH]1)S(=O)(=O)c1ccccc1	-7	8	-6%	92	138	138	-8	99	-3%
N#CC1=C(O)C(c2ccccc2)n2c1nc(=O)c1ccccc12 (configuration not stated)	-2	-3	-23%	84	185	185	3	86	-50%
O=C(N1CCCCCC1)N1CCN(C(=O)N2CCCCC2)CC1	-5	24	3%	88	145	145	-24	93	-30%
Cc1sc2ncnc(NCCCn3ccnc3)c2c1C	18	3	17%	100	198	198	-3	82	27%
CCCCOc1ccccc1C1C(C(=O)OC)=CN(CC)C=C1C(=O)OC	-10	17	0%	89	65	65	-17	99	-62%
COc1ccc(C(=O)CCC(=O)N2CCN(c3ccc(N4CCOCC4)nn3)CC2)cc1	8	15	4%	99	165	165	-15	92	-52%
CN(c1ccccc1C(=O)N1CCCC1)S(C)(=O)=O	13	-4	-16%	88	112	112	4	75	8%
COc1ccc(C(=S)N2CCCC2)cc1	-1	4	x	97	144	144	-4	98	x
CCOc1ccc(S(=O)(=O)n2c(C)nc3ccccc32)cc1	-1	u	6%	106	x	46	-62	107	-12%
CCOC(=O)C1=C(C)NC(=O)NC1c1ccoc1 (configuration not stated)	x	8	-6%	x	95	95	-8	x	4%
COc1ccc(NC(=O)c2cccc(OC(F)F)c2)cc1Cl	x	23	4%	x	162	162	-23	x	16%
CCCCNC(=O)COC(=O)c1ccc(Cl)c(S(=O)(=O)N2CCCC2)c1	x	-4	x	x	176	176	4	x	-25%
CN1CCC(OC(=O)COc2ccccc2)CC1	-2	1	3%	100	128	128	-1	102	0%
CCOC(=O)NC(Nc1cc(C)ccn1)(C(F)(F)F)C(F)(F)F	19	-9	9%	99	69	69	9	80	5%
CC1(C)NC(=O)N(CC(=O)Nc2nc(-c3ccc(F)cc3)cs2)C1=O	x	10	-9%	x	156	156	-10	x	7%
COC(=O)C(CC(C)C)NC(=O)C(N)Cc1ccccc1 (configuration not stated)	x	-2	-6%	x	64	64	2	x	-6%
COc1cc2c(cc1OC)C1Cc3ccc(OC)c(OC)c3CN1CC2 (configuration not stated)	9	-6	1%	89	185	185	6	79	-37%
Cc1cc2oc(=O)cc(CSc3nc(N)cc(N)n3)c2cc1C(C)C	17	6	-14%	78	141	141	-6	61	-6%
Cn1c(SCC(=O)NCC2CCCO2)nc2c([nH]c3ccccc32)c1=O (configuration not stated)	x	15	x	x	184	184	-15	x	x
COCCN1C(=O)C(O)=C(C(C)=O)C1c1ccc(F)cc1 (configuration not stated)	7	18	-9%	97	120	120	-18	90	11%
CCCc1c(C)[nH]c2ccc(NC(C)=O)cc2c1=O	8	-28	-4%	99	64	64	28	91	0%
O=C(Nc1sccc1C(=O)N1CCOCC1)c1cccnc1	1	4	1%	103	177	177	-4	102	-5%
Cc1nn(C)c(N)c1C(O)(c1nccn1C)C(F)(F)F (configuration not stated)	8	x	6%	102	x	x	x	94	-10%
CCCC(C(=O)NC1CCCC1)N(CC1CCCO1)C(=O)c1snc(C(N)=O)c1N (configuration not stated)	6	12	1%	91	91	91	-12	85	-5%
O=C(CCn1nc(-c2ccccc2)c2ccccc2c1=O)NCC1CCCO1 (configuration not stated)	19	22	-3%	98	185	185	-22	79	-54%
O=C(COc1ncnc2c(Cl)cc(Cl)cc12)N1CCCCC1	4	-1	-5%	82	122	122	1	78	11%
CCOC(=O)C1CCCN(c2c(NCCCN(C)Cc3ccccc3)c(=O)c2=O)C1 (configuration not stated)	15	-21	-14%	96	132	132	21	81	-18%
C=CC(=O)NC(C)(C)Cc1ccccc1	5	15	-12%	106	181	181	-15	101	12%
CC1CCCN(c2nc3c(c(=O)n(C)c(=O)n3C)n2Cc2ccccc2)C1 (configuration not stated)	-7	x	-10%	97	x	x	x	105	-50%
CSCc1c(C(=O)Nc2ccc(N3CCOCC3)cc2)oc2ccccc12	6	9	-3%	73	185	185	-9	66	6%
COCCCNC(=O)c1ccc(Cn2c(=O)c3ccccc3n(Cc3cc(C)ccc3C)c2=O)cc1	-31	0	-3%	39	138	138	0	70	-88%
CC(C(=O)O)N1C(=O)c2cccc3cccc1c23 (configuration not stated)	-2	15	-1%	100	151	151	-16	101	-2%
O=C(CSc1nnc(CCc2ccccc2)n1-c1ccc(Cl)cc1)NCc1ccccc1	-10	-10	4%	42	149	149	10	52	-73%
O=C(NC(Cc1ccc2c(c1)OCO2)C(=O)N1CCCC1C(=O)O)c1ccccc1 (configuration not stated)	-19	12	1%	86	120	120	-12	105	-33%
CCOC(=O)c1cc2oc(C)cc2n1CC(=O)OC1CCCCC1	4	9	-10%	97	141	141	-9	93	-2%
O=C(CSc1nc2ccc([N+](=O)[O-])cc2[nH]1)c1ccc2ccccc2c1	x	-2	-7%	x	150	150	2	x	14%
COc1ccc(CCNC(=O)COc2ccc(-c3ccc(C)cc3)cc2)cc1OC	x	-3	-9%	x	157	157	4	x	11%
CCOC(=O)c1c(C)[nH]c(O)c1C=Nc1ccccc1	x	13	3%	x	157	157	-13	x	1%
CCSc1nnc(NC(=O)CSc2nc(C)cc(C)n2)s1	19	20	-4%	97	66	66	-20	79	4%
COC(=O)C(CCSC)NC(=O)Cn1ncc2c(=O)oc3ccccc3c21 (configuration not stated)	12	-2	-3%	98	149	149	2	85	5%
Cc1ccc(OCC(=O)N/N=C/c2ccncc2)cc1	x	10	-4%	x	159	159	-10	x	18%
Cc1c(C(=O)c2no[n+]([O-])c2C(=O)c2cnn(C)c2C)cnn1C	1	3	-3%	2	160	160	-3	1	1%

Other structures.
molecule	MRP resist rev	IL1B NFkB pot	Bcl-B TR3 displacers	MRP resist rev cytotoxicity	IL1B NFkB pot cell count 2 µM	NFkB transloc inh cell count 2 µM	NFkB transloc inh	MRP resist rev with doxorubicin	PLAP inhibition
CCS(=O)(=O)Nc1ccc(C2=NN(S(=O)(=O)c3ccc(F)cc3)C(c3ccco3)C2)cc1 (configuration not stated)	-1	-4	-181%	82	171	171	4	83	-47%
COc1ccccc1N1CCN(C(=O)c2oc3cc(C)c(C)cc3c2C)CC1	1	9	2%	94	157	157	-9	92	17%
Cc1ccc2c(c1)N(CC(=O)NCC1CCCO1)C(=O)C(C)O2 (configuration not stated)	-1	0	-8%	91	159	159	0	92	-14%
CCN(CC)CCn1c(NCc2cccc(OC)c2OC)nc2ccccc21	29	2	-12%	95	52	52	-2	65	-41%
Nc1ccccc1SCc1cc([N+](=O)[O-])cc2c1OCOC2	x	2	2%	x	139	139	-2	x	30%
Cc1nnc(NC(=O)c2c(F)cccc2F)s1	-1	-11	4%	100	154	154	12	101	7%
COC(=O)C1=C(C)N(c2cccc(C)c2)C(=O)/C1=C\c1cccs1	x	24	-7%	x	111	111	-24	x	5%
O=C(CCN1C(=O)c2ccccc2C1=O)Nc1sc2c(c1C(=O)NCc1ccco1)CCCC2	16	-10	-2%	58	77	77	10	42	-26%
COc1ccc(N2Cc3cccc(C(=O)NC(C)CCc4ccco4)c3C2=O)cc1 (configuration not stated)	5	-3	-65%	88	144	144	3	83	-60%
COc1cccc(C2CC(=O)Nc3cc4c(cc32)OCCO4)c1OC(C)C (configuration not stated)	-22	x	-2%	27	x	x	x	49	-16%
O=C(CCNS(=O)(=O)c1cccs1)Nc1nccs1	11	8	-11%	103	131	131	-8	92	-71%
COc1cccc(N2CCN(C3C4CC5CC(C4)CC3C5)CC2)c1 (configuration not stated)	26	-7	31%	94	177	177	7	68	30%
COc1ccc(NC(C)=O)cc1NC(C)C(=O)Nc1ccccc1F (configuration not stated)	-9	3	2%	83	201	201	-3	92	8%
CC(C)(C)n1ncc(Oc2ccc(Oc3cnn(C(C)(C)C)c(=O)c3Cl)cc2)c(Cl)c1=O	-7	15	x	95	121	121	-15	102	x
CC(=O)c1c(N2CCCC2)[nH]c(-c2ccccc2)nc1=S	-14	x	-3%	71	x	x	x	84	-26%
O=C(Nc1ccccc1C(=O)NCc1cccnc1)c1ccco1	-17	-10	8%	84	146	146	10	101	-1%
O=C(CSc1nnc(-c2ccccc2)n1Cc1ccccc1)N1CCOCC1	4	5	0%	80	67	67	-6	76	-13%

Entries of single compounds from above:
Profile of COc1ccc(N2Cc3cccc(C(=O)NC(C)CCc4ccco4)c3C2=O)cc1 (configuration not stated) = MRP resist rev: 5; IL1B NFkB pot: -3; Bcl-B TR3 displacers: -65%; MRP resist rev cytotoxicity: 88; IL1B NFkB pot cell count 2 µM: 144; NFkB transloc inh cell count 2 µM: 144; NFkB transloc inh: 3; MRP resist rev with doxorubicin: 83; PLAP inhibition: -60%
Profile of CC(=O)c1c(N2CCCC2)[nH]c(-c2ccccc2)nc1=S = MRP resist rev: -14; IL1B NFkB pot: x; Bcl-B TR3 displacers: -3%; MRP resist rev cytotoxicity: 71; IL1B NFkB pot cell count 2 µM: x; NFkB transloc inh cell count 2 µM: x; NFkB transloc inh: x; MRP resist rev with doxorubicin: 84; PLAP inhibition: -26%
Profile of COC(=O)C1=C(C)N(c2cccc(C)c2)C(=O)/C1=C\c1cccs1 = MRP resist rev: x; IL1B NFkB pot: 24; Bcl-B TR3 displacers: -7%; MRP resist rev cytotoxicity: x; IL1B NFkB pot cell count 2 µM: 111; NFkB transloc inh cell count 2 µM: 111; NFkB transloc inh: -24; MRP resist rev with doxorubicin: x; PLAP inhibition: 5%

Compound activity (PubChem)
